BCR signal inh: inhibitors of chronic active B-cell receptor signaling; ABC-DLBCL IkBa-CBG/CBR reporter, luminescence ratio, 4 h; Potency, µM (doses to about 46.1 µM), inactives show top-dose ratio change, negative = lower green/red ratio, most hits filed as inhibitors; 0.05% of 340,000 active; AID 493014; active = well fitted inhibition curve with a large enough effect in the signal ratio, with a control signal flat, not every such curve was filed as active; inconclusive = small, poorly fitted or top-dose-only effect, or effect the other way, or a change in a side signal; the % refers to the signal ratio;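 note: potency is the fitted concentration of half-maximal effect; plate controls were basal doxycycline-induced cells for no effect and cells given 10 µM MG132 for full effect; MG132 reads +100%, hits lower the ratio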
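Doxycycline induced both beetle luciferases in TMD8 lymphoma cells; IKK-driven degradation limits the IkappaBalpha-fused green signal, while red luminescence normalises for cell number and nonspecific effects. Compounds tested up to 46 uM, 4 hrs.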
PTAP TSG101 blk: blocks PTAP/TSG101 interaction to inhibit HIV-1 budding | Fluorescence polarization, FITC-PTAP peptide / Tsg101 binding | 340,000 tested, under 10 active | Q99816 | Potency, µM (top dose mostly 115 µM), without a hit: at the highest dose activity change, negative = inhibition, most hits filed as inhibitors; active = well fitted inhibition curve with a large enough effect in the main read-out, with a control signal flat, not every such curve was filed as active; inconclusive = small, poorly fitted or top-dose-only effect, or effect the other way, or a change in a side signal; inactive = no such curve, though single readings can be large or run the other way; note: potency is the fitted concentration of half-maximal effect; % of control where 0% means no effect
Target sequence (Q99816 whole entry, looked up): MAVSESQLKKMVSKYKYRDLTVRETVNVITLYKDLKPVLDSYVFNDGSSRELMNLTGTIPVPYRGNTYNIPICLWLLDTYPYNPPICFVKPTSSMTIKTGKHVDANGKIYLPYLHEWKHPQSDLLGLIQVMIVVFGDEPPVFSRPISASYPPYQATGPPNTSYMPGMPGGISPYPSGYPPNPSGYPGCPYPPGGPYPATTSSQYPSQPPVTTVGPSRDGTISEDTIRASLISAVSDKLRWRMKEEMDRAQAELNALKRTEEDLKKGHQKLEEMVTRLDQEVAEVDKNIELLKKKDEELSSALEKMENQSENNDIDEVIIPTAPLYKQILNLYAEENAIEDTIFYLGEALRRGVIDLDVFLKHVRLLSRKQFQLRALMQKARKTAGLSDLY
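Fluorescence anisotropy tracks displacement of a FITC-tagged PTAP peptide (50 nM) from the Tsg101 binding domain (10 uM), following a 20 min room-temperature incubation at pH 7.5.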
GALK inhibitor: galactokinase (human) inhibition; Purified GALK, Kinase-Glo residual ATP luminescence; Potency, µM (series often up to 57.5 µM), for the others: top-dose activity change, negative = inhibition, hits mostly inhibitors; 0.007% of 270,000 active; AID 1868; note: potency is the fitted concentration of half-maximal effect; % is set by controls: 0 for no effect and ±100 for the full control effect
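Compounds were pin-transferred into ATP buffer (35 uM final), then GALK plus galactose (5 nM, 100 uM final) was added. After 1 h at room temperature, Kinase-Glo Plus was added and luminescence read after 10 min.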
S-ASM inh: human S-ASM enzyme inhibition | AID 504937 | Potency, µM (top dose mostly 57.5 µM), for the others: at the highest dose activity change, negative = inhibition, hits mostly inhibitors | placental ASM, HMU-PC fluorogenic substrate, 60 min | 0.006% of 340,000 active | P17405; note: potency is the fitted concentration of half-maximal effect
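qHTS format. ASM enzyme prepared from human placenta hydrolyses the fluorogenic substrate HMU-PC0 (9 uM final) over 60 min at 37 °C after a 10 min compound preincubation.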
Giardia killer: Giardia lamblia killing. 0.15% of 340,000 active. activity change, % at 7.66 µM, hits read low. AID 540267. Giardia lamblia trophozoite viability; in the data active = activity change below about -80%; inconclusive = between about -30% and that limit;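 note: parasites exposed to compound for two days anaerobically before the ATP read; % is set by controls: 0 for no effect and ±100 for the full control effect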
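Luminescent ATP signal served as the viability read-out, measured 15-30 min after adding ATP detection reagent to trophozoites that had been incubated with compounds for 48 hrs at 37 deg C anaerobically at 100 cells/well.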
FBPA coupling cs: counter-screen for Giardia aldolase inhibitors: coupling enzyme system | coupling enzyme system counterscreen, AmpLite Red fluorescence | activity change, negative = inhibition, % at 58.2 µM, hits read low | 0.67% of 290,000 active | AID 2472; in the data active = activity change below about -30%; note: % is set by controls: 0 for no effect and ±100 for the full control effect
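Coupling enzymes only (glyceraldehyde-3-phosphate) + compound, at 57.5 uM final, 10 min RT; add substrate/coupling/AmpLite Red mix, 20 min RT; fluorescence ex 525/em 598 nm. Actives flag coupling-system interference.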
Tb PFK inh: blocks T. brucei phosphofructokinase; 0.17% of 330,000 active; O15648; T. brucei PFK, ADP-Glo luminescence; Potency, µM (series often up to 57.5 µM), inactives show at the highest dose activity, negative = inhibition, hits mostly inhibitors;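 note: potency is the fitted concentration of half-maximal effect; 0% = uninhibited 1x PFK enzyme wells and -100% = no-enzyme wells; nearly all actives have a fitted effect of over 60% in size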
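Activity is normalized to no-enzyme wells (full inhibition) and 1.25 nM enzyme wells (no inhibition). Reaction: 0.5 mM F6P, 0.1 mM ATP, 45 min RT, ADP-Glo luminescence; concentration-response curves fitted and classed by quality.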
Integrin act MD: activates integrin-mediated alleviation for muscular dystrophy; alpha7betagal myoblasts, beta-gal FDG fluorescence, 48 h; Potency, µM (series often up to 38.3 µM), for the others: at the highest dose activation, usual class: activators; 0.064% of 350,000 active;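 note: potency is the fitted concentration of half-maximal effect; 100% = response of the positive control SU9516; nearly all actives have a fitted effect of over 60% in size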
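Alpha7betagal+/- myoblasts (passage 13) were plated 16-24 hr, then exposed to compounds (1:260 dilution of DMSO stock) for 48 hours at 37C. After MPER lysis, β-galactosidase reporter activity was read as FDG fluorescence (ex 480/em 540) after 30 minutes.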
B2AR arrestin: beta2AR (human) beta-arrestin recruitment activity | P07550 | beta-arrestin recruitment to beta2AR, cell-based reporter | Potency, µM (titrated, usually from 46.1 µM), without a hit: at the top dose activation, actives largely listed as activators | 0.02% of 330,000 active;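 note: potency is the fitted concentration of half-maximal effect; 0% = DMSO controls and full agonism = EC100 isoproterenol or metaproterenol; nearly all actives have a fitted effect of over 65% in size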
PKM2 act: activators of human pyruvate kinase M2 | purified PKM2, Kinase-Glo ATP luminescence, activation; response scale: 0% is enzyme alone, no compound | Potency, µM (series often up to 57.5 µM), for the others: at the highest dose activation, usual class: activators | 0.34% of 260,000 active; note: potency is the fitted concentration of half-maximal effect; % is set by controls: 0 for no effect and ±100 for the full control effect; nearly all actives have a fitted effect of over 55% in size
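ATP formation by purified human PK-M2, quantified via coupled luciferase luminescence after 1 h at room temperature with 0.1 mM ADP and 0.5 mM PEP final.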
Menin MLL FP TR: menin-MLL binding inhibition, Texas Red mutant peptide; O00255; Menin + Texas Red MLL mutant peptide, fluorescence polarization; Potency, µM (series often up to 61.6 µM), for the others: at the top dose FP activity change, negative = inhibition, most hits filed as inhibitors; 0.23% of 270,000 active; active = well fitted inhibition curve with a large enough effect in the polarisation, with a control signal flat, not every such curve was filed as active; inconclusive = small, poorly fitted or top-dose-only effect, or effect the other way, or a change in a side signal; inactive = no such curve, though single readings can be large or run the other way; the % refers to the polarisation; note: potency is the fitted concentration of half-maximal effect; % of control where 0% means no effect; many of its hits are not listed in these tables
Target sequence (O00255 whole entry, looked up): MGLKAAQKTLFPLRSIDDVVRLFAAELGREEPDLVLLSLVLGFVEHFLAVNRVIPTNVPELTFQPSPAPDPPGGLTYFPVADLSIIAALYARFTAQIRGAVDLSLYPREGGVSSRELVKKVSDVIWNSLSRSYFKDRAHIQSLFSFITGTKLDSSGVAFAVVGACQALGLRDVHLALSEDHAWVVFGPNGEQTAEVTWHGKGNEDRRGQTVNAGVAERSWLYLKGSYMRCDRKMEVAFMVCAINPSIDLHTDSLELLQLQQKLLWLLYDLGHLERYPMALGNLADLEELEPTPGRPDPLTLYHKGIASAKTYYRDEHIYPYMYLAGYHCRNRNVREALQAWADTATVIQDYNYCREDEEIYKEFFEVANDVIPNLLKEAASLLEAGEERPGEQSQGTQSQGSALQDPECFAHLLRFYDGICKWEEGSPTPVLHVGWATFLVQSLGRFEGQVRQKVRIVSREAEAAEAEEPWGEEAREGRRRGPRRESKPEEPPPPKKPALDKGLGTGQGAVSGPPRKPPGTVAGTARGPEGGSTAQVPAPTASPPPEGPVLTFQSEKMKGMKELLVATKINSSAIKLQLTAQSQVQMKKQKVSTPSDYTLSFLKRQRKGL
Starred values were filed as active, the others as inactive; ? = inconclusive; . = not tested or not shown; [ ] = remark or other dose. Unless noted, calls come from the whole dose curve; as a rule, active = well fitted curve in the direction sought with a large enough effect; inconclusive = small, poorly fitted or top-dose-only effect, or another doubt; inactive = no such curve, though single readings can be large; an effect the other way counts as inactive or inconclusive. Some of the compounds tested (hit frequency here may not be typical).

canonical_smiles	BCR signal inh	PTAP TSG101 blk	GALK inhibitor	S-ASM inh	Giardia killer	FBPA coupling cs	Tb PFK inh	Integrin act MD	B2AR arrestin	PKM2 act	Menin MLL FP TR
O=C(Nc1ccccc1)c1nc[nH]c1C(=O)NCCCNC(=O)c1[nH]cnc1C(=O)Nc1ccccc1	?	-3%	.	-1%	14	.	-1%	-7%	0.1%	.	.
O=C(NCCC1=CCCCC1)C(=O)NCC1OCCCN1S(=O)(=O)c1cc(F)ccc1F (stereo not given)	?	-5%	-1%	4%	-24	1	5%	-31%	0.0%	-2%	-4%
O=C(Nc1ccc(Cl)cc1)C1CC2CCCC(C1)C2=O (stereo not given)	-2%	0%	7%	-2%	-4	-4	-2%	1%	0.5%	-6%	5%
COc1ccc(/C=C/C(=O)NC2CCCCC2C)cc1 (stereo not given)	?	1%	3%	-1%	8	-1	-6%	-10%	-0.3%	0%	-7%
COC(=O)c1cc2occc2n1CC(=O)Nc1ccc(OC)c(OC)c1	-3%	-2%	1%	2%	-7	6	0%	-16%	0.1%	-5%	-9%
COc1ccccc1C1CC(c2c(-c3ccccc3)c3cc(Cl)ccc3[nH]c2=O)=NN1S(C)(=O)=O (stereo not given)	?	-5%	-5%	1%	15	.	-4%	-60%[inhibitor]	0.3%	1%	?
CCOC(=O)c1ccc(N(C(=O)c2ccco2)C(C(=O)NC2CCCCC2)c2ccncc2)cc1 (stereo not given)	-5%	0%	5%	-1%	-17	1	-11%	-33%	-0.7%	1%	-27%
Nc1cccc(C#Cc2ccc3c(=O)c4ccccc4oc3c2)c1	0%	1%	.	0%	0	.	6%	-23%	0.0%	.	.
CN1CCCc2cc(C#N)c(=O)[nH]c21	-1%	-5%	0%	158%[activator]	-15	-23	0%	3%	-0.5%	14%	19%
Cc1ccc(C(=O)OCC(=O)NC2CCCC2)cc1	6%	2%	.	0%	52[activator]	2	2%	4%	-0.1%	.	-18%
COc1cc(/C=C/C(=O)OC(C)C(=O)Nc2ccc(Cl)cn2)ccc1OC(F)F (stereo not given)	-5%	0%	.	-6%	-5	.	-7%	-17%	-0.7%	.	.
CCN(CC(=O)NCc1cccs1)S(=O)(=O)c1ccc(NC(C)=O)cc1	1%	-3%	7%	4%	-4	-1	-8%	-2%	-0.2%	3%	1%

(next part)
canonical_smiles	BCR signal inh	PTAP TSG101 blk	GALK inhibitor	S-ASM inh	Giardia killer	FBPA coupling cs	Tb PFK inh	Integrin act MD	B2AR arrestin	PKM2 act	Menin MLL FP TR
CCN(CC)C(=O)/C(=C\c1ccncc1)NC(=O)c1ccccc1	?	0%	7%	-1%	-1	1	-2%	19%	-0.6%	2%	-2%
COc1ccc(N(CC(=O)NCc2ccc(C)cc2)S(=O)(=O)c2c(C)nn(C)c2C)cc1	0%	-3%	.	.	2	4	-1%	19%	-0.5%	-1%	-5%
CC1=NC(C)(C)Cc2cc(C)c(C)cc21	18%	1%	0%	-1%	26	0	3%	-6%	-1.5%	5%	-18%
Cc1ccc(C2=C(O)c3ccccc3C(=O)C2=O)cc1	-6%	-3%	-4%	3%	-1	-14	-6%	16%	-0.2%	-5%	?
CC(C)CN(CCNC(=O)CC1Oc2ccccc2NC1=O)CC(C)C (stereo not given)	-14%	0%	2%	6%	0	3	-3%	18%	-0.5%	1%	-6%
Cc1ccc(C2NC(C(=O)O)CS2)cc1 (stereo not given)	?	.	9%	.	.	1	-4%	.	-1.3%	-9%	14%
CC1=C(C(=O)Nc2ccc(C)cc2C)C(c2ccc(C)o2)NC(=O)N1 (stereo not given)	-5%	-1%	-1%	1%	-10	-1	0%	-19%[7.66 µM]	0.2%	2%	.
O=C(NCC1CCCO1)C(=O)NCC(c1ccco1)N1CCN(c2ccccc2)CC1 (stereo not given)	1%	-3%	-1%	7%	6	0	-1%	9%	-0.6%	6%	4%
CC(C)NC(=O)COC(=O)c1cncc(Br)c1	3%	-4%	-1%	-2%	3	-1	0%	5%	0.4%	-1%	-19%
O=C1NC(c2ccccc2)Oc2ccccc21 (stereo not given)	-8%	-8%	0%	-3%	-6	-2	1%	-16%	0.1%	1%	22%
COc1ccc2[nH]c3c(=O)n(CCCCCC(=O)NCCC(C)C)c(=S)[nH]c3c2c1	-15%	1%	-1%	8%	21	-1	-3%	5%	0.6%	-2%	9%
CC1O[C@@H](OC2C(O)C(O)C(CO)O[C@H]2OC2C[C@]3(C)C(CC(O)C4[C@@H]([C@]5(C)CC[C@@H](C(C)(C)O)O5)CC[C@]43C)[C@@]3(C)CCC(O)C(C)(C)C23)C(O)C(O)C1O (stereo not given in full)	-1%	-6%	.	4%	-12	.	8%	12%	-0.1%	.	.

(more compounds)
canonical_smiles	BCR signal inh	PTAP TSG101 blk	GALK inhibitor	S-ASM inh	Giardia killer	FBPA coupling cs	Tb PFK inh	Integrin act MD	B2AR arrestin	PKM2 act	Menin MLL FP TR
Cc1cc(C)c(C(=O)C(C)OC(=O)C2=COCCO2)cc1C (stereo not given)	-2%	1%	1%	-3%	6	.	3%	0%	0.3%	0%	.
O=C(Nc1ccc(N2CCOCC2)c(Cl)c1)c1ccc(Cl)cc1	?	1%	-2%	-3%	2	-28	-9%	12%	0.1%	2%	?
O=C(COc1ccc(Cl)cc1)NNC(=O)c1ccc2c(=O)n3c(nc2c1)CCC3	19%	-1%	.	0%	-11	.	-11%	-10%	0.0%	.	.
Cc1ccccc1CN1CCN(CC(=O)NCc2ccccc2)C1=O	-3%	-12%	0%	3%	13	-1	21%	9%	0.0%	-13%	-8%
Cc1ccc(-c2nnc(N(C)C(=O)c3cccnc3)s2)cn1	2%	-6%	0%	1%	-2	1	0%	5%	0.9%	-3%	1%
Cc1ccc(-c2nn[nH]n2)o1	0%	-5%	19%	-1%	10	1	5%	8%	-0.3%	-2%	7%
C/C(=N/Nc1ccccc1C(=O)O)c1cccs1	7%	-1%	-5%	-1%	-8	7	0%	-8%	-1.0%	-3%	?
CCOC(=O)C1=C(c2ccccc2)N=C2SCC(=O)N2C1c1ccc(OCC)c(OCC)c1 (stereo not given)	-6%	-2%	0%	3%	-7	0	-5%	15%	-0.2%	2%	5%
O=C(N(c1ccccc1)c1ccccc1)n1ccnc1	2%	-4%	1%	-1%	-3	3	1%	-11%	-0.6%	5%	-8%
CC1=C(C(=O)N2CCOCC2)C(c2cc(C)cs2)NC(=O)N1 (stereo not given)	?	-5%	0%	4%	-1	2	-4%	-22%	-0.7%	1%	?
Cc1cc(Br)cc(C)c1NC(=O)c1ccccc1[N+](=O)[O-]	-4%	1%	-2%	-5%	5	1	-4%	15%	-0.3%	7%	3%
CCCOc1ccc(N2CC(C(=O)Nc3ccccc3OC)CC2=O)cc1 (stereo not given)	?	0%	-4%	-2%	-4	2	10%	-29%	0.0%	10%	5%

Quoted at random: two compounds from above
canonical_smiles	BCR signal inh	PTAP TSG101 blk	GALK inhibitor	S-ASM inh	Giardia killer	FBPA coupling cs	Tb PFK inh	Integrin act MD	B2AR arrestin	PKM2 act	Menin MLL FP TR
COc1ccccc1C1CC(c2c(-c3ccccc3)c3cc(Cl)ccc3[nH]c2=O)=NN1S(C)(=O)=O (stereo not given)	?	-5%	-5%	1%	15	.	-4%	-60%[inhibitor]	0.3%	1%	?
CC1=C(C(=O)Nc2ccc(C)cc2C)C(c2ccc(C)o2)NC(=O)N1 (stereo not given)	-5%	-1%	-1%	1%	-10	-1	0%	-19%[7.66 µM]	0.2%	2%	.

The results go on:
canonical_smiles	BCR signal inh	PTAP TSG101 blk	GALK inhibitor	S-ASM inh	Giardia killer	FBPA coupling cs	Tb PFK inh	Integrin act MD	B2AR arrestin	PKM2 act	Menin MLL FP TR
Cc1cc(NC(=O)C(C)Oc2ccc(Cl)cc2Cl)n(-c2ccccc2)n1 (stereo not given)	-29%	-9%	-3%	-12%	-9	-9	-2%	0%	0.0%	-3%	-5%
Cc1ccc(C(=O)OCC(=O)c2cc(C)n(CC3CCCO3)c2C)cc1 (stereo not given)	0%	-2%	0%	-1%	0	0	-1%	-18%	0.0%	27%	-1%
O=c1oc2ccccc2c(N2CCCCC2)c1[N+](=O)[O-]	?	-3%	-2%	1%	-15	5	-1%	7%	3.3%	0%	0%
CCOC(=O)C1(CC2CCCCO2)CCN(Cc2ccc(OC)cc2F)CC1 (stereo not given)	-25%	-6%	0%	-1%	-23	3	5%	-50%[inhibitor]	-0.9%	-1%	-1%
Cc1ccc(C(=O)OCC(=O)NC(=O)Cc2ccccc2)c(O)c1	0%	1%	-7%	0%	14	1	2%	?	-0.3%	2%	-5%

Screening results (PubChem BioAssay)
